High-throughput results as filed in PubChem.
Dengue-2 NS5 capping: flavivirus cap methylation enzyme inhibition – biochemical, confirmation dose response, primary screen (AID 588689); Dengue-2 NS5 methyltransferase capping enzyme assay, biochemical; higher % means a stronger effect; one-dose inhibition, % at 25 µM; IC50 in µM for titrated hits; 0.3% of 340,000 active; in the data active means a potency from the dose series; inconclusive means inhibition above about 29% without an active follow-up result
LYP inhibition: inhibitors of LYP phosphatase, biochemical, fluorescence intensity, uHTS (AID 1779). recombinant LYP phosphatase, fluorescence intensity; higher % means a stronger effect. one-dose inhibition, % at 11.5 µM; IC50 in µM for titrated hits. 0.054% of 290,000 active; in the data active means inhibition above about 50%;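 further: plate controls were vehicle with enzyme for no effect and no enzyme for full effect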
Large T inhibition: SV40 large T antigen inhibitors, biochemical (AID 1903); one-dose inhibition, % at 20 µM; IC50 in µM for titrated hits; 0.39% of 310,000 active; SV40 large T antigen ATPase/helicase inhibition assay; higher % means a stronger effect; in the data active means a potency from the dose series; inconclusive means inhibition mostly from about 32% at the one dose, without a potency; inactive means the rest, 99 in 100 with inhibition below about 32%; further: strong numbers were not always called active
Rac1 GTP hydrolysis: MgcRacGAP GTPase-activating activity inhibitors, confirmation, biochemical, ADP Hunter fluorescence; 0.6% of 340,000 active; MgcRacGAP-stimulated Rac1 GTP hydrolysis, ADP Hunter fluorescence; higher % means a stronger effect; GST-tagged Rac1 F28L mutant substrate; inhibition, % at 30 µM, or IC50 in µM where a hit was titrated;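 active means first-screen hits whose inhibition reached a set limit at any dose in the follow-up dose series; inconclusive means inhibition above the set first-screen limit but never retested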;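 further: fluorescence reports GDP produced by GAP-driven GTP hydrolysis; strong numbers were not always called active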
AID2073: disruptors of CaV2.2 binding to Mint1 – biochemical, HTRF (AID 2073). HTRF protein-protein interaction, Mint1-CaV2.2; higher % means a stronger effect. 0.19% of 290,000 active. inhibition, % at 20 µM, or IC50 in µM where a hit was titrated; in the data active means inhibition mostly above about 51%, no sharp cut-off; inconclusive means no clear call, values can overlap the other calls; inactive means mostly below about 53%; further: some results filed as inactive read as strong as hits
XIAP displacement: XIAP antagonists, biochemical, IAP family, fluorescence polarization (AID 1018); XIAP BIR domain, fluorescence polarization peptide displacement; higher % means a stronger effect; displacement, % at 20 µM; hits with a dose series show IC50 in µM; 0.007% of 200,000 active; in the data active means displacement above about 50%; further: a part of the inactive calls stands beside numbers as strong as those of hits
RSV CPE inhibition: inhibition of RSV-induced cytopathic effect – HEp-2 cells, primary 10 µM value included (AID 2391). HEp-2 cells, RSV-induced CPE inhibition; higher % means a stronger effect. CPE inhibition, % at 10 µM; hits with a dose series show IC50 in µM. 0.13% of 310,000 active; in the data active means a potency from the dose series; inconclusive means CPE inhibition mostly from about 23% at the one dose, without a potency; inactive means the rest, 99 in 100 with CPE inhibition below about 21%; further: strong numbers were not always called active
HIV peptide binding: inhibitors of HIV fusion peptide binding, primary screen, biochemical, uHTS, fluorescence dequenching (AID 1986); inhibition, % at 20 µM; hits with a dose series show IC50 in µM; cell-free peptide binding, fluorescence dequenching, 30 min; higher % means a stronger effect; 0.3% of 290,000 active; in the data active means inhibition mostly above about 52%, no sharp cut-off; inactive means mostly below about 76%; further: some results filed as inactive read as strong as hits
Siah-1 displacement: Siah-1 peptide-binding antagonists, primary screen, biochemical, fluorescence polarization, rhodamine-plectin, uHTS (AID 1817). Siah-1 / rhodamine-plectin peptide fluorescence polarization; higher % means a stronger effect. displacement, % at 20 µM; hits with a dose series show IC50 in µM. 0.02% of 290,000 active;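 active means displacement of at least 50% at 20 µM, with a fluorescence ratio check between 0.3 and a set limit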;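 further: plate controls were Siah plus tracer with DMSO for no effect and tracer alone without Siah for full effect; strong numbers were not always called active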
Active calls of the source: *; ? = inconclusive; · = no result given.

SMILES	Dengue-2 NS5 capping	LYP inhibition	Large T inhibition	Rac1 GTP hydrolysis	AID2073	XIAP displacement	RSV CPE inhibition	HIV peptide binding	Siah-1 displacement
O=C(N/N=C/c1cccc(OCc2ccccc2)c1)c1ccc(Br)cc1	-1%	1%	4%	-19%	-1%	-7.5%	2.3%	-1.1%	5%
Cc1ccc(C(=O)NC(C(=O)Nc2ccccc2)c2ccccc2)cc1 (stereo not drawn)	-6%	-11%	14%	3%	18%	·	5.0%	5.3%	-4%
CCOc1ccccc1Nc1nc2ccccc2n2cnnc12	2%	-14%	2%	16%	0%	-5.7%	1.1%	0.0%	10%
O=[N+]([O-])c1ccc(O)c(CSc2nnnn2-c2ccccc2)c1	0%	-5%	9%	18%	-2%	·	1.9%	2.5%	4%
Cc1ccsc1C(C(=O)NC(C)(C)C)N(Cc1ccco1)C(=O)c1csnn1 (stereo not drawn)	-4%	-7%	3%	4%	0%	·	1.4%	0.1%	1%
Cc1ccc(/C=N/N2CCN(Cc3ccc(Cl)cc3)CC2)o1	-3%	-2%	12%	9%	13%	-4.7%	2.8%	0.4%	-5%
CS(=O)(=O)c1nc(-c2ccccc2)cc(C(F)(F)F)n1	-39%	-6%	32%	6%	-14%	1.0%	-4.3%	2.4%	1%
O=c1c2ccccc2nc(SCc2cc([N+](=O)[O-])cc3c2OCOC3)n1-c1ccccc1	-3%	-2%	19%	4%	-4%	-8.4%	3.3%	1.3%	2%
O=C(NCc1ccc2c(c1)OCO2)c1ccc(COc2cccc(Cl)c2)o1	1%	-1%	-2%	4%	-1%	-0.7%	?	-0.1%	-1%
Cc1ccc(CSc2nnc(NC(=O)Cn3cnc4ccccc4c3=O)s2)cc1	5%	-2%	0%	-9%	16%	-6.4%	20%	1.3%	-2%
COc1ccc(C)cc1NC(=O)CN1C(=O)COc2ccc(S(=O)(=O)N3CCCCCC3)cc21	-7%	-10%	11%	11%	7%	·	1.9%	-1.8%	12%
CCCC(=O)NC1CCCc2c1cnn2-c1ccc(C)c(C)c1 (stereo not drawn)	·	-13%	13%	23%	9%	·	17%	-1.2%	5%
Cc1cccn2c(=O)nc(SCC(=O)c3ccc(Cl)cc3)nc12	-5%	·	8%	2%	·	·	2.0%	·	·
O=c1cc2c(=O)oc3cc(O)c(O)oc3c2c(O)c1O	>100µM*	4%	·	9%	70%*	·	·	45%	39%
CC(C)C(=O)Nc1ccc(C(=O)N/N=C/c2cc(Br)cc(Br)c2O)cc1	-10%	-7%	-2%	10%	44%	-2.3%	2.2%	4.9%	35%

Compound profiles, as listed above. Order of screens: Dengue-2 NS5 capping	LYP inhibition	Large T inhibition	Rac1 GTP hydrolysis	AID2073	XIAP displacement	RSV CPE inhibition	HIV peptide binding	Siah-1 displacement
`O=C(N/N=C/c1cccc(OCc2ccccc2)c1)c1ccc(Br)cc1` is listed as -1%	1%	4%	-19%	-1%	-7.5%	2.3%	-1.1%	5%
`Cc1ccc(/C=N/N2CCN(Cc3ccc(Cl)cc3)CC2)o1` is listed as -3%	-2%	12%	9%	13%	-4.7%	2.8%	0.4%	-5%
`O=c1c2ccccc2nc(SCc2cc([N+](=O)[O-])cc3c2OCOC3)n1-c1ccccc1` is listed as -3%	-2%	19%	4%	-4%	-8.4%	3.3%	1.3%	2%

Carrying on:
SMILES	Dengue-2 NS5 capping	LYP inhibition	Large T inhibition	Rac1 GTP hydrolysis	AID2073	XIAP displacement	RSV CPE inhibition	HIV peptide binding	Siah-1 displacement
CC(C)CCNC(=O)C(c1ccco1)N(CCCO)C(=O)Cn1nnc(-c2ccc(F)cc2)n1 (stereo not drawn)	0%	-8%	11%	8%	1%	-4.3%	0.9%	-0.5%	6%
COc1ccc(-n2c(-c3ccc(OC)c(OC)c3)n[nH]c2=S)cc1	-7%	-6%	15%	8%	-7%	·	4.1%	-2.3%	15%
O=C(Sc1ccc(Cl)cc1)c1cccc(Cn2cc(C(F)(F)F)ccc2=O)c1	-5%	-3%	11%	16%	-44%	·	1.4%	-0.4%	2%
Cc1cc(C)c2nc(C(F)(F)F)nc(NCCCN3CCCC3=O)c2c1	-2%	1%	14%	3%	2%	-2.8%	8.4%	-2.2%	1%
COc1ccc(C2=NN(C(=O)CSc3nc4ccccc4s3)C(c3ccc(OC)cc3)C2)cc1 (stereo not drawn)	-2%	-4%	11%	-1%	8%	-7.1%	9.2%	-0.3%	-3%
CCCCN1C(=O)N(c2nnc(C(C)(C)C)s2)C(O)C1c1ccc(C)cc1 (stereo not drawn)	2%	0%	12%	-6%	-11%	·	0.9%	0.9%	14%
CCCN(CCO)Cc1cccc(Cl)c1	-2%	-4%	7%	13%	8%	-6.7%	0.6%	2.8%	5%
COc1ccc(S(=O)(=O)N[C@@H](CSCc2ccccc2)C(=O)O)cc1	1%	-3%	13%	4%	3%	·	-0.7%	1.1%	5%
O=C(CNC(=O)c1ccc(Cl)cc1Cl)Nc1ccc(F)cc1	-1%	-10%	7%	3%	17%	·	1.3%	-0.6%	-5%
C/C(=N\NC(=O)c1c(Cl)c(C)nn1C)c1ccc(NC(=O)COc2ccc(Cl)cc2C)cc1	-10%	-1%	19%	12%	4%	1.0%	2.4%	-0.5%	1%
O=C1CSC(c2ccc(Cl)cc2)N1Nc1nc(N2CCOCC2)nc(N2CCOCC2)n1 (stereo not drawn)	1%	-6%	8%	2%	48%	-6.0%	7.6%	-0.2%	8%
CC(C)C(=O)NC(=S)Nc1ccc(S(=O)(=O)Nc2ccccc2)cc1	4%	-4%	14%	3%	-3%	-2.5%	22%	-1.3%	4%
CCc1noc(C)c1C(=O)Nc1nc2c(C)cc(C)cc2s1	-10%	·	13%	2%	·	·	?	·	·
COc1ccc(-n2c(C)cc(/C=C(\C#N)C(=O)NCc3ccco3)c2C)cc1	-3%	-5%	27%	8%	0%	-11%	2.1%	15%	7%
O=C(CSc1nnc(-c2ccncc2)o1)NCc1ccc(Cl)cc1	15%	4%	11%	15%	2%	1.6%	-0.2%	0.9%	8%
Cc1nc2ccccc2c(=O)n1NCc1cccs1	1%	-2%	3%	9%	20%	-5.9%	4.0%	-1.5%	-5%
Fc1ccc(NC(=S)N2CCSC2c2cccs2)cc1 (stereo not drawn)	-2%	-8%	3%	8%	-5%	1.1%	-0.3%	4.7%	6%
COC(=O)c1cc(C(=O)NCC2CCCCC2)cc([N+](=O)[O-])c1	2%	-5%	2%	6%	10%	·	2.0%	-1.6%	-2%
CCc1nnc(NC(=O)CN2CCN(c3nc(-c4ccccc4)cs3)CC2)s1	-3%	2%	10%	4%	0%	-3.4%	6.0%	2.4%	4%
CCOC(=O)C1(CCOc2ccccc2)CCN(C(=O)c2ccc(-n3cccn3)cc2)CC1	-3%	13%	3%	6%	2%	-3.9%	2.4%	2.2%	1%
Cc1c(NC(=O)Nc2ccc(F)cc2F)c(=O)n(-c2ccccc2)n1C	1%	-8%	-1%	4%	18%	·	0.7%	-0.6%	-1%
NC(=O)c1ccc(Oc2ccc3ccc(=O)oc3c2)c([N+](=O)[O-])c1	-1%	-4%	7%	4%	38%	-8.0%	0.5%	5.6%	6%
COc1ccc(S(=O)(=O)N(C)CC(=O)N2CCCC2)cc1	0%	-1%	8%	10%	10%	·	3.1%	1.1%	2%
O=C(CSc1ccccn1)N/N=C/c1cc([N+](=O)[O-])ccc1O	-9%	3%	-3%	-13%	-3%	·	0.4%	3.4%	-4%
C/C(=N\NC(N)=S)C1C2C3CC4C5CC(C42)C1C53 (stereo not drawn)	-10%	-10%	3%	7%	8%	-4.4%	2.7%	-1.9%	-2%
Cc1ccc(-n2c(=O)cc(N3CC(C)OC(C)C3)[nH]c2=O)cc1 (stereo not drawn)	-3%	-6%	8%	4%	3%	-8.0%	2.8%	-2.1%	2%
CCCCn1c(SCC(=O)NC(=O)NCc2ccco2)nc2cc(S(N)(=O)=O)ccc21	-5%	-1%	9%	12%	6%	-4.1%	1.9%	1.9%	-2%
O=C1CCC(C(=O)N2CCCC2)CN1Cc1cccc(C(F)(F)F)c1 (stereo not drawn)	-6%	-1%	28%	7%	8%	·	2.1%	2.8%	2%
COc1ccccc1CNC(=O)CCCOc1cc(=O)n(C)c2ccccc12	-7%	3%	4%	7%	-1%	-5.6%	-1.2%	1.3%	-2%
CCC(C)(C)n1nnnc1C(C(C)C)N1CCC(C(N)=O)CC1 (stereo not drawn)	-4%	-4%	7%	3%	-6%	-4.1%	2.2%	-0.1%	-2%
Cc1ccc(SCC(=O)N2CCOCC2)cc1	12%	-6%	0%	7%	-12%	-3.4%	0.6%	-0.3%	-2%
CCCCOc1ccc(C(=O)N/C(=C\c2cccc([N+](=O)[O-])c2)C(=O)OC(C)C)cc1	11%	1%	-1%	-2%	-3%	-22%	1.9%	-1.2%	-1%
CC(=O)Nc1cccc(C(=O)OCC(=O)Nc2ccc(Cl)cn2)c1	5%	·	2%	3%	·	·	-1.6%	·	·
CC[C@H](C)[C@H](NS(=O)(=O)c1ccc(C)cc1)C(=O)N1CCC(C(=O)N[C@@H](C)C(=O)O)CC1	-4%	-5%	-4%	-1%	-2%	-3.2%	0.5%	-0.3%	-2%
CCCNC(=O)NC(=O)CSc1nnc(-c2c[nH]c3ccccc23)o1	0%	-2%	14%	5%	-4%	·	4.5%	0.7%	1%
CCC(=O)N(Cc1ccco1)c1nc(-c2ccc(OC)cc2)cs1	4%	6%	22%	14%	12%	0.5%	-0.3%	4.6%	0%
COCC(=O)Nc1cc(C(=O)Nc2ccccc2C)ccc1Cl	-1%	-11%	-5%	2%	3%	-5.8%	2.0%	-2.0%	8%
Nc1c(C(=O)NC2CCCCC2)nsc1C(=O)OCC(=O)NC1CCCCC1	-3%	7%	3%	-1%	6%	-2.7%	?	-2.3%	2%
COc1ccc(CNC(=O)c2cccc3c2C(=O)N(CC2CCCO2)C3)cc1 (stereo not drawn)	-6%	0%	15%	5%	0%	·	-0.8%	1.6%	1%
Cc1c(O)ccc(NC(=O)/C=C/c2ccccc2)c1C	4%	-2%	34%	42µM*	-8%	-2.2%	4.5%	1.5%	5%
COc1cccc(C(C(=O)NC2CCCC2)N(C(=O)c2ccco2)c2ccccc2)c1OC (stereo not drawn)	7%	-4%	8%	3%	10%	·	1.6%	-1.5%	-1%
Cc1ccc(OCCC(=O)OCC(=O)Nc2ccc(C)cc2Cl)cc1	-6%	·	-5%	2%	·	·	0.1%	·	·
COC(=O)C1(CC2CC(c3ccc(Cl)cc3)=NO2)CCN(C(=O)OC(C)(C)C)CC1 (stereo not drawn)	14%	·	2%	-2%	·	·	-0.3%	·	·
CC(C)NC(=O)C1(c2ccccc2)CC1(Cl)Cl (stereo not drawn)	-7%	-8%	15%	2%	4%	-6.8%	2.0%	1.5%	1%

Rac1 GTP hydrolysis: hit marks shown above.
SMILES	Dengue-2 NS5 capping	LYP inhibition	Large T inhibition	Rac1 GTP hydrolysis	AID2073	XIAP displacement	RSV CPE inhibition	HIV peptide binding	Siah-1 displacement
Cc1c(O)ccc(NC(=O)/C=C/c2ccccc2)c1C	4%	-2%	34%	42µM*	-8%	-2.2%	4.5%	1.5%	5%

Compounds were not picked by outcome, and some 1.7% of all compounds hit somewhere here.
